MT stabilize HCS – microtubule stabilizers in HeLa cells, primary screen, imaging, high-content imaging; HeLa tubulin immunostaining HCS, 24 h; share of cells brighter than vehicle mean+2SD; % tubulin-high responders, % at 10 µM; 200,000 tested, 0.83% active; AID 2205, 2009;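 active means plate Z-score above 3 for both tubulin-high and condensed-nucleus cell shares, with cell loss under 80%, at 10 µM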;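 further: anti alpha tubulin signal scored within the nucleus-defined area of each cell; some results filed as inactive read as strong as hits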
P. falciparum M17LAP – P. falciparum M17LAP inhibitors, primary screen, biochemical, fluorogenic H-Leu-NHMec substrate, 1536-well (AID 1619); recombinant M17LAP, H-Leu-NHMec fluorogenic kinetic assay; higher % means a stronger effect; inhibition, % at 30 µM; hits with a dose series show IC50 in µM; 220,000 tested, 0.38% active;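 active means compound inhibiting the enzyme by more than half at any dose during confirmatory dose-response retesting; inconclusive means strong single-dose inhibitors picked by rank but not retested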;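 further: plate controls were full reaction with DMSO carrier for no effect and no enzyme background for full effect; strong numbers were not always called active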
Dynein transport – inhibitors of GR-EGFP nuclear translocation, primary screen, dynein cargo transport inhibitor project, imaging, high-content, 3617.4 mouse cells; test concentration mostly 20 µM; stimulated with dexamethasone, 1 µM; stronger effect = lower value; z-score, hits read low; 220,000 tested, 0.47% active; AID 1381, 2008;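 active means plate z-score of nuclear minus cytoplasmic receptor signal below a set negative limit, without overly bright fluorescence or cell loss, cut at about -3.5 in these data, passing the limit was not always enough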;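 further: z-score of nuclear minus cytoplasmic ring GR-EGFP intensity difference per well; some compounds called inactive have numbers as strong as hits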
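Also added: dexamethasone, 1.0 µM final. Medium: tet-free, stripped-serum medium. Detection: fixed, Hoechst-stained cells imaged at 10x for EGFP. Read-out: nuclear-to-cytoplasmic GR-EGFP distribution per well. Times: induction 48 h, compound 1 h, agonist 30 min.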
Autophagy HCS – autophagy modulators in MEF cells, primary screen, imaging, high-content, MEF GFP-LC3 | calls only at 10 µM (by protocol) | 190,000 tested, 0.98% active | MEF GFP-LC3 puncta imaging; test concentration mostly 10 µM;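 active means percentage of spot-positive cells more than 3 SD above its plate mean, without a fluorescence outlier flag or 80% toxicity; inconclusive means no clear call, values can overlap the other calls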;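 further: spot-positive cell cutoff set from DMSO-treated cells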
WT yeast gro inh – growth inhibition of WT strain, primary screen, mitochondrial fusion inhibitor project, WT and mutant strains, chemical genetic; 190,000 tested, 2.1% active; inhibition, % at 10 µM; mitochondrial fusion phenotypic screen; in the data active means inhibition above about 58%; tested in S. cerevisiae
T cell HTS – modulators of CD8 T cell-vesicle binding, primary screen, mouse 2C CD8+ T cells, flow cytometry | 2C CD8+ T cell-vesicle binding; stronger effect = lower value | calls only at 7 µM | 330,000 tested, 0.068% active;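 active means response, share of CD8 T cells binding vesicles, and their 90th percentile fluorescence all below set limits, cut at about 80% in these data, passing the limit was not always enough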
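Material: murine 2C transgenic CD8+ T lymphocytes / Also added: QL9-peptide-loaded Drosophila micro-vesicles bearing Ld, ICAM-1 and B7-1 / Schedule: binding step 1.5 h, 37 °C, antibody labelling 20 min, ice / Signal: flow cytometry, PE anti-B7-1 (FL2) versus Alexa647 anti-CD8 (FL8), PFA-fixed / Evaluation: percent CD8+ FL2 mean versus row control / Benchmarks: naked versus QL9-loaded vesicles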
P. falciparum M1AAP – P. falciparum M1AAP inhibitors, biochemical, fluorogenic H-Leu-NHMec substrate, 1536-well (AID 1445); Aminopeptidase N (Plasmodium falciparum (isolate 3D7)); recombinant M1AAP, H-Leu-NHMec fluorogenic kinetic assay; higher % means a stronger effect; one-dose inhibition, % at 30 µM; IC50 in µM for titrated hits; 220,000 tested, 0.42% active;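 active means primary inhibition above the hit cutoff, then over 50% inhibition at one or more dose response concentrations, cut at about 23% in these data, passing the limit was not always enough; inconclusive means conflicting primary data, or primary hits not chosen for dose response; inactive means low primary inhibition, or under 50% at every dose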;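 further: plate controls were DMSO full reaction for no effect and no enzyme background for full effect; strong numbers were not always called active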
Yfh1-off respiration – enhancers of respiration in Yfh1-depleted yeast, dose response, Friedreich's ataxia, plus single-dose screen (AID 1465); S. cerevisiae Yfh1-off respiration, WST-1 reduction, 72 h; higher fold induction means a stronger effect; one-dose fold induction at 50 µM; EC50 in µM for titrated hits; 220,000 tested, 0.074% active;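 active means fold induction of absorbance versus untreated yeast above a set limit, then at least 30% activation at any dose in follow-up; inconclusive means repeats straddling the limit, or above it without dose testing; inactive means fold induction below the set limit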;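 further: activators that raise dye reduction in frataxin-depleted yeast; strong numbers were not always called active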
bCat nuc transl – modulators of beta-catenin nuclear translocation, primary screen, imaging, HeLa cells, immunofluorescence, high-content; AID 1665, 2009; nuclear translocation activity, % at 5 µM; 190,000 tested, 0.3% active;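 active means nuclear translocation activity above 50% at 5 µM, with a well cell count of 50 or more; inconclusive means wells under 50 cells across six images, flagged as toxic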;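 further: per-cell ratio of nuclear to cytoplasmic median beta-catenin stain intensity; plate controls were DMSO negative control for no effect and GSK-3 inhibitor IX positive control for full effect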
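Read-out: Nuclear/cytoplasmic beta-catenin signal ratio, % activation | Assay system: Human HeLa cell line | Times: 24 h compound exposure at 37°C, 5% CO2 | Signal: Fluorescence imaging of beta-catenin antibody stain plus DAPI | Dosing: 5 µM primary, 0.02–20 µM confirmation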
WT yeast gro inh mutant strain – second read-out of WT yeast gro inh, no call of its own (marks repeat the call); inhibition, %; mitochondrial fusion phenotypic screen, mutant strain inhibition
Dynein transport cytoplasmic EGFP – second read-out of Dynein transport, no call of its own (marks repeat the call); z-score; measured here: cytoplasmic GR-EGFP intensity; stronger effect = higher value
Dynein transport nuclear GR-EGFP – also measured in Dynein transport; calls as there; z-score; measured here: nuclear GR-EGFP intensity;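 lower value marks the stronger effect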
Dynein transport cell count – second read-out of Dynein transport, no call of its own (marks repeat the call); z-score; measured here: cell count per field
bCat nuc transl cell count 5 µM – also measured in bCat nuc transl; calls as there; cell count; measured here: cell count, cytotoxicity flag
T cell HTS vesicle-bound % – second read-out of T cell HTS, no call of its own (marks repeat the call); double positive events, %; measured here: CD8+ vesicle-bound cell fraction;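 binding gate set so that unloaded-vesicle control wells show 10% double positive cells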
MT stabilize HCS Hoechst-high % – recorded beside MT stabilize HCS, whose call it bears; % Hoechst-high responders; measured here: nuclear condensation Hoechst responders;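 share of cells brighter than vehicle mean plus two SD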
MT stabilize HCS cytotoxicity % – also measured in MT stabilize HCS; calls as there; toxicity, %; measured here: cytotoxicity by cell density;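 0% = mean cell density of plate MIN control wells and 100% = no cells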
Autophagy HCS cell loss 18 h – also measured in Autophagy HCS; calls as there; toxicity, %; measured here: cell loss, nuclei count;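 cell loss after 18 h compound exposure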
* = called active by the depositor; i = inactive; u = inconclusive; x = not tested or not shown.

Molecule,MT stabilize HCS,MT stabilize HCS Hoechst-high %,MT stabilize HCS cytotoxicity %,P. falciparum M17LAP,Dynein transport,Dynein transport cytoplasmic EGFP,Dynein transport nuclear GR-EGFP,Dynein transport cell count,Autophagy HCS,Autophagy HCS cell loss 18 h,WT yeast gro inh,WT yeast gro inh mutant strain,T cell HTS,T cell HTS vesicle-bound %,P. falciparum M1AAP,Yfh1-off respiration,bCat nuc transl,bCat nuc transl cell count 5 µM
COc1ccc(NC(=O)COC(=O)c2ccc(NS(=O)(=O)/C=C/c3ccccc3)cc2)cc1,4.6,3.5,4.6,-3.4%,-0.406,-0.169,-0.411,0.0299,i,-12.0,0.1,-23.5,i,51.6,-0.4%,i,0.2,904
CCOc1cc(N2CCOCC2)c(OCC)cc1NC(=O)CN1CCCC1,5.1,2.0,6.7,10.7%,-0.00114,-0.297,0.0653,1.5,i,5.6,-10.8,-9.3,i,24.5,7.2%,i,0.8,1038
Cc1ccc2c(Cl)cc(Cl)c(OCC(=O)O)c2n1,2.1,2.1,5.3,1.9%,-0.247,-0.221,-0.519,0.0572,i,10.1,-11.3,3.6,i,49.8,5.0%,i,-3.1,1064
Cc1cc(C(=O)Nc2ccc(OCc3ccccc3)cc2)c(C)o1,3.2,2.6,1.2,0.4%,0.422,-0.258,0.947,-0.474,i,-5.4,14.2,15.8,i,19.1,4.9%,i,0.7,905
CC(=O)N1CCN(c2nc(CC(C)C)c3c(c2C#N)CCC3)CC1,3.3,3.6,9.5,-18.2%,-0.273,-0.0406,-0.363,1.55,i,2.0,-9.9,9.8,i,58.3,-2.7%,x,-4.0,765
Cc1ccc(S(=O)(=O)Oc2ccccc2/C=C2\SC(=O)NC2=O)cc1,1.5,2.4,8.4,29.5%,-0.933,-0.337,-0.333,0.415,i,-0.3,-10.3,0.5,i,50.7,u,i,0.3,1513
CCC1CSC(Nc2ccc(C(=O)/C=C/c3cccc(C)c3)cc2)=N1 (stereo unspecified),9.4,3.6,0.1,7.9%,0.567,-0.132,0.1,-0.42,i,4.0,33.2,1.7,i,48.0,2.8%,i,-0.2,883
CCCSc1nnc(NC(=O)Cc2ccc(OC)c(OC)c2)s1,2.9,2.8,13.3,-8.7%,0.357,-0.206,0.208,-0.234,i,3.7,25.2,5.5,i,28.4,5.4%,i,1.0,1113
O=C(O)c1ccc(CS(=O)c2cccc(C(F)(F)F)c2)o1 (stereo unspecified),1.8,3.6,7.6,2.4%,2.32,-0.0732,1.54,-1.07,i,2.7,-7.6,-19.5,i,42.9,2.6%,i,-2.7,1085
COc1ccc(NC(=S)Nc2cccc3cnccc23)cc1,3.2,1.8,1.2,16.6%,0.0801,-0.0162,0.233,-0.0191,i,21.6,0.0,3.3,i,5.0,-0.1%,i,-1.7,1029
CCc1cc(=O)n2[nH]c(C)c(-c3ccccc3OC)c2n1,4.6,1.9,5.6,4.4%,-0.225,-0.254,0.176,0.309,x,x,12.2,1.6,i,38.6,2.2%,i,-3.2,1138
CC(=O)Nc1ccc(N(C(=O)Cc2c[nH]c3ccccc23)C(C(=O)NC2CCCCC2)c2ccco2)cc1 (stereo unspecified),1.0,2.8,10.0,16.9%,0.059,-0.249,0.273,-0.0821,i,-5.0,-23.6,9.8,i,36.2,3.4%,i,0.5,918
O=C(O)c1ccccc1C(=O)NNc1ccc(F)cc1F,2.4,0.8,3.5,10.8%,0.546,-0.111,0.32,0.292,i,-7.1,9.5,15.6,i,56.8,3.5%,x,-2.1,1027
Cn1c(=O)c2cc(S(=O)(=O)NC(C(=O)NCc3ccccn3)c3ccccc3)ccc2n(C)c1=O (stereo unspecified),5.6,2.3,6.3,13.4%,0.345,-0.15,0.505,-0.196,i,3.4,7.6,2.2,i,46.9,3.7%,i,-6.5,1150
Cc1ccc2c(c1)CCCN2C(=O)c1cc2ccccc2oc1=O,1.2,1.8,18.1,2.3%,1.26,-0.413,0.396,-0.44,i,3.6,4.5,0.3,i,52.6,7.7%,i,x,x
Cc1ccc(C)c(OCC(=O)Nc2ccc(S(=O)(=O)Nc3ccccn3)cc2)c1,2.3,3.1,5.8,-3.1%,0.191,-0.269,0.178,0.701,i,-9.3,-10.3,6.6,i,44.5,-9.3%,i,0.3,1093
O=C(c1ccc(Cl)c(Cl)c1)N(Cc1ccco1)c1ccc(O)cc1,20.7,44.2,96.2,3.3%,1.12,-0.275,0.932,-0.0799,i,3.1,9.6,-7.5,i,23.8,3.4%,i,-0.1,1015
Cc1nn(C)cc1CNC(=O)c1ccccc1Br,3.5,3.2,5.4,-1.9%,0.218,-0.259,0.419,0.221,i,-7.4,8.4,10.8,i,47.0,3.4%,i,0.4,1022
O=C1/C(=C\c2ccc(O)c(O)c2)C(c2ccccc2)=NN1c1ccccc1,8.2,4.5,2.8,-4.7%,0.401,-0.0823,0.211,0.162,i,8.8,5.9,-9.9,x,x,21.5%,i,-0.5,1608
CCn1c(C)c2c(C)nnc(C)c2c1C,2.2,0.7,50.1,-4.4%,1.83,-0.248,1.81,-1.64,i,-0.6,4.1,7.3,i,22.9,7.7%,i,x,x
CCC(c1nnnn1CCOC)N1CCN(Cc2ccccc2OC)CC1 (stereo unspecified),2.9,1.9,2.5,4.3%,4.36,-0.245,2.94,-1.56,i,0.9,-3.8,-6.3,i,49.3,0.5%,i,x,x
Cc1cc(C)nc(-n2nc(C)cc2NC(=O)CN2CCCC(C)C2)n1 (stereo unspecified),2.5,2.4,2.7,9.6%,2.35,-0.168,1.37,-1.58,i,-7.9,-1.8,9.0,i,5.8,11.4%,i,-3.2,951
N#Cc1c(Cl)c(Cl)c2nnc(-c3ccc(Br)cc3)n2c1Cl,3.0,1.8,5.2,26.5%,-6.28*,0.808*,-2.25*,1.26*,i,-36.7,6.5,12.8,i,5.3,16.7%,i,-0.2,1353
CC(C)CC(=O)NC(=S)N(Cc1ccccc1)Cc1ccccc1,4.9,1.8,6.1,0.2%,1.61,-0.256,0.716,-0.0911,i,8.6,64.2*,-8.4*,i,25.7,5.4%,i,2.9,498
CCOC(=O)Cc1c(C)nc2c(-c3ccccc3)c(C)nn2c1C,2.8,2.5,1.5,8.2%,0.814,-0.0658,0.218,-0.929,i,4.3,11.7,-3.8,i,27.4,2.4%,i,-8.3,1281
CCOCCCNC(=O)CCCC1=NS(=O)(=O)c2ccccc2N1,3.5,2.6,3.0,-11.0%,1.76,-0.206,2.26,-1.09,i,-3.3,1.6,-14.1,i,44.7,3.9%,i,2.6,467
CCc1ccc(OCC(=O)NC2CC(C)(C)NC(C)(C)C2)cc1,2.7,0.9,3.4,1.7%,-0.447,-0.242,-0.112,0.691,i,12.1,0.1,0.8,i,20.6,7.5%,i,0.5,1549
CCc1nc(OCc2ccccc2)c2sc3nc4c(cc3c2n1)COC(C)(C)C4,1.4,1.3,5.4,4.5%,-0.489,0.0428,-0.0737,0.666,i,5.9,-4.3,5.1,i,41.5,4.1%,i,x,x
CC(C)(C)C(=O)Cn1nnc(-c2ccc(C(F)(F)F)cc2)n1,x,x,x,3.1%,0.414,-0.157,0.214,-0.0595,x,x,x,x,i,18.6,-2.4%,i,-3.1,1151
CCn1ncc(C2=NOC(C(=O)Nc3c(C)nn(Cc4ccc(F)cc4)c3C)C2)c1C (stereo unspecified),8.3,2.1,6.7,2.2%,0.0116,-0.0971,0.265,-0.935,i,-5.5,19.1,10.3,i,31.4,4.2%,i,-6.5,1123
O=C(OC1CCOC1=O)c1cc(-c2cccs2)nc2ccccc12 (stereo unspecified),2.7,2.9,3.7,5.5%,-1.27,-0.251,-0.957,0.307,i,-12.8,-11.2,2.5,i,58.0,14.5%,i,0.0,1045
NC(=O)Nc1ccc(Nc2ccccc2)cc1,x,x,x,17.2%,0.26,-0.149,0.131,-0.58,x,x,x,x,i,22.1,2.4%,i,1.8,1194
